# Rin1-Abl PPI inh: inhibitors of human Rin1-Abl protein interaction | P00519+Q13671 | TR-FRET Rin1/Abl binding, biochemical | inhibition, % at 7.35 µM | 360,000 compounds, 0.4% hits | AID 588664; in the data active means inhibition above about 5%, passing the limit was not always enough
# MsrA inh: inhibitors of bovine MsrA | purified bovine MsrA, absorbance read-out | inhibition, % at 15.5 µM | 360,000 compounds, 0.75% hits | AID 651718; in the data active means inhibition above about 4.5%;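 further: 0% = vehicle wells with enzyme and 100% = reference inhibitor wells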
# FAS-TE inh: inhibitors of human fatty acid synthase thioesterase domain; recombinant FAS-TE, OMFH fluorogenic substrate, fluorescence endpoint; inhibition, % at 15 µM; 360,000 compounds, 0.67% hits; AID 602261;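 active means compounds whose normalised, plate-corrected inhibition of enzyme fluorescence in the single-dose primary screen is 50% or more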;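 further: 0% = DMSO with enzyme and 100% = substrate without enzyme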
# Neddylation inh: inhibitors of human cullin neddylation; P61081+Q13564; TR-FRET cullin neddylation, biochemical; calls only at 25 µM; 360,000 compounds, 0.58% hits; in the data active means inhibition above about 36%
# bovine MsrA act: bovine methionine sulfoxide reductase A activation; AID 602163; 360,000 compounds, 0.3% hits; activation, % at 10.6 µM; purified bovine MsrA, absorbance read-out; in the data active means activation above about 7.5%;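 further: 0% = vehicle and 100% = reference activator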
# CSN deneddyl inh: inhibitors of human CSN-mediated cullin deneddylation. Purified CSN, SCF-Nedd8-OG deneddylation, fluorescence polarization. inhibition, % at 12.5 µM. 360,000 compounds, 0.38% hits;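 active means pattern-corrected inhibition above about 35%, with an unprinted fluorescence ratio check between 0.5 and 1.5, limit read from the data, passing the limit was not always enough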;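 further: 0% = enzyme with substrate and 100% = substrate without enzyme; some results filed as inactive read as strong as hits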
# Target sequence (Q92905 whole entry, looked up, one chain of several): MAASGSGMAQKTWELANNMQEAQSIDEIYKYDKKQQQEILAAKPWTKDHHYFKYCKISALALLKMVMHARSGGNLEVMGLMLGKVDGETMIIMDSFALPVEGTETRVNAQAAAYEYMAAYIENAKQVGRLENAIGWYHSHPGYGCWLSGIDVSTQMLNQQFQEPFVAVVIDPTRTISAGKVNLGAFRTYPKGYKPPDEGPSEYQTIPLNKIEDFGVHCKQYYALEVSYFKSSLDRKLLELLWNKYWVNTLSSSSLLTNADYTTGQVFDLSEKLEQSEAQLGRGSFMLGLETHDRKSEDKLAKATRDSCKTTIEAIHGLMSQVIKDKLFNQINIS
#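 Assay system: purified human Csn5 enzyme expressed in HEK293T cells; measure: % inhibition; also added: SCFSkp2-Nedd8OG substrate at 10 nM final; technique: fluorescence polarization; times: reaction 90 min, room temperature; medium: Tris buffer pH 7.5, NaCl, DTT, Tween-20, trehalose, ovalbumin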
# TbMetRS inhib: blocks T. brucei methionyl-tRNA synthetase activity | purified T. brucei MetRS, ATP depletion, Kinase-Glo luminescence | inhibition, % at 11.9 µM | 360,000 compounds, 0.4% hits;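 active means inhibition above a per-plate cutoff of the control wells' mean inhibition plus 3 SD, cut at about 5.5% in these data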;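 further: 0% = DMSO wells median and 100% = median of wells with control inhibitor compound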
#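 Material: parasite MetRS enzyme / Replication: singlicate, one well per compound / Signal: luminescence of leftover ATP / Schedule: 2 h aminoacylation at 25 °C after 15 min preincubation / Medium: HEPES-MgCl2-KCl buffer plus DTT, spermine, BSA, pyrophosphatase / Doses: 11.9 µM single point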
# PABP1 MLLE inh: inhibitors of microRNA-mediated deadenylation, human PABP1 MLLE binding; P11940; GST-MLLE / FITC-PAM2 fluorescence polarization; inhibition, % at 20 µM; 360,000 compounds, 0.36% hits; AID 588489; in the data active means inhibition above about 35%, passing the limit was not always enough;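 further: plate controls were DMSO wells with GST-MLLE for no effect and wells lacking GST-MLLE protein for full effect; some results filed as inactive read as strong as hits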
# Target sequence (P11940 whole entry, looked up): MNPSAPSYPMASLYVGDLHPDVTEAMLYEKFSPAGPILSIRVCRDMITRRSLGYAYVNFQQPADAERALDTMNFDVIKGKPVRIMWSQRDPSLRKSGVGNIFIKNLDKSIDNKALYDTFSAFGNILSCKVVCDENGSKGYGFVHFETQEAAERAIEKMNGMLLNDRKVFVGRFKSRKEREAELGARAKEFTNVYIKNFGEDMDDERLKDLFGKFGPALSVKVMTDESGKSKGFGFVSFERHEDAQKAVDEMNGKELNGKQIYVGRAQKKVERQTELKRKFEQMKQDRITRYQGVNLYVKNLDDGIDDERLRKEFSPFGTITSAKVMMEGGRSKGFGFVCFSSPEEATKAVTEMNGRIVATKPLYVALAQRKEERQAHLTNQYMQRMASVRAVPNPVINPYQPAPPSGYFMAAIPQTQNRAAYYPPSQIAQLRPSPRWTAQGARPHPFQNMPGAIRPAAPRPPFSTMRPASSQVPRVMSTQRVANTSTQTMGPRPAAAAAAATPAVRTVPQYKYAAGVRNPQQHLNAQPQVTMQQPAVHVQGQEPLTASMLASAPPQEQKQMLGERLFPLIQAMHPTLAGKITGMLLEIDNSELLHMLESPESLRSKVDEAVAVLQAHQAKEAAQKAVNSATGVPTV
# E coli Lon inh: inhibits E. coli Lon protease; purified E. coli Lon protease, fluorescence polarization; 360,000 compounds, 0.42% hits; AID 602123; inhibition, % at 7.94 µM; in the data active means inhibition above about 13%, passing the limit was not always enough;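 further: 0% = enzyme with probe and DMSO and 100% = no enzyme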
# The depositor's hits bear a star; i = inactive; / = no result given; + = active, no number. Rows are unselected; about 4% have a hit in one of these screens.
# Below each compound – Rin1-Abl PPI inh	MsrA inh	FAS-TE inh	Neddylation inh	bovine MsrA act	CSN deneddyl inh	TbMetRS inhib	PABP1 MLLE inh	E coli Lon inh
Cc1csc(NC(=O)CSc2sc3c(O)cc(=O)[nH]c3c2C#N)n1
 : -2	2.9	1	i	-2	15	0.2	-6	-9
COCCCNC(=O)CN1C(=O)CSc2ccc(S(=O)(=O)N3CCOCC3)cc21
 : 4	0.0	-7	i	1	-2	-0.2	1	0
CCOc1ccc(C(C)=O)cc1CN1C(=O)NC2(CCCCCC2)C1=O
 : 1	0.6	-2	i	-9	0	-1.2	-20	-2
CCN(CC)CCSc1nnc2c3ccccc3n(Cc3ccccc3)c2n1
 : -14	1.0	3	i	-4	2	-0.6	9	0
CC1CCC(NC(=O)c2cccc(S(=O)(=O)N3CCN(c4ccccc4)CC3)c2)CC1 (centres undefined)
 : -2	0.7	-7	i	-2	-3	-0.1	13	-12
CS(=O)(=O)N1N=C(c2ccco2)CC1c1ccco1 (centres undefined)
 : 1	-0.6	-9	i	-9	23	-1.6	-32	-6
COc1ccc(-c2cc(-c3ccccc3)c(C#N)c(=S)[nH]2)cc1
 : -1	0.3	5	i	-2	3	-0.2	-17	-4
COc1cc(C(=O)Nc2cccc(C)c2C)c(Br)c(OC)c1OC
 : -3	-1.1	-3	i	-3	-9	-1.0	-13	-2
COc1ccc(OC)c(NC(=O)COC(=O)c2n[nH]c3ccccc23)c1
 : 1	-0.6	-10	i	0	-1	-0.1	0	-8
Cc1nc(SCc2nc3c(F)cccc3[nH]2)c2oc3ccccc3c2n1
 : -4	0.0	-6	i	-6	-2	-0.5	4	-12
CC(=O)Nc1ccc(NS(=O)(=O)c2cc(Cl)ccc2Cl)cc1
 : -3	1.7	-6	i	-3	1	-0.3	-15	-1
COC(=O)c1sc(-c2ccc(C(C)(C)C)cc2)cc1NC(=O)c1ccccc1C(=O)O
 : 2	-0.6	-15	+	-2	3	-0.2	-4	3
COc1ccc(S(=O)(=O)N2CCOC23CCN(S(=O)(=O)c2cc(C)ccc2OC)CC3)cc1
 : 0	-0.4	18	i	-3	-6	0.0	-1	-19
O=C(NC(=S)Nc1ccc(C(=O)N2CCOCC2)cc1)c1ccc([N+](=O)[O-])cc1
 : -3	-1.1	0	i	-10	-5	-0.9	44*	3
Cn1ncc([N+](=O)[O-])c1C(=O)Nc1ccccc1
 : 1	-0.9	-6	i	0	2	-0.3	-6	-6
COc1ccccc1Cn1c(=S)[nH]c2cc(C(=O)NCc3cccnc3)ccc2c1=O
 : 0	0.5	4	i	-2	0	0.6	-59	4
O=C(N/N=C/c1cccs1)c1[nH]ncc1Br
 : 2	4.2	-15	i	-4	-4	0.2	-7	-6
COc1cc2c(cc1OC)CN(C(=O)c1cc(S(=O)(=O)N3CCOCC3)ccc1Cl)CC2
 : 4	-0.2	3	i	-2	1	-0.7	12	0
COc1cc(/C=N/NC(=Nc2ccc(C)cc2)c2nc3ccccc3s2)ccc1O
 : -1	1.7	15	i	-2	0	-0.3	7	0
O=C(COc1coc(CN2CCN(c3ccc(F)cc3)CC2)cc1=O)NCC1CCCO1 (centres undefined)
 : 4	1.4	-9	i	-1	0	-0.3	6	4
CCOC(CC(=O)NNC(=O)c1c(-c2ccccc2Cl)noc1C)OCC
 : 2	-1.4	-8	i	-3	-2	-0.3	-6	-4
O=C(O)c1cccc(NC(=O)c2ccc3c(c2)C(=O)N(Cc2ccco2)C3=O)c1
 : -1	0.9	-10	i	-1	7	0.0	6	4
CCCCc1nc2ccccc2c(NC(=O)CNC(C)(C)C)c1CCC
 : -2	1.2	-4	i	-2	-1	0.0	-11	-6
O=C(N/N=C/c1ccccc1O)C(=O)N1CCCCCC1
 : 2	3.3	7	i	0	-4	-0.2	-14	3
Nn1c(=S)[nH]c2sc3c(c2c1=O)CCCC3
 : -7	2.4	-3	i	7	-4	-0.5	27	3
Cc1cc(N/C(=N/S(=O)(=O)c2ccc(F)cc2)c2ccccc2)n(-c2ccccc2)n1
 : -4	0.9	21	+	-4	-5	0.1	-8	9
CCN1CCN(C(=O)c2ccc(CS(=O)(=O)Cc3ccccc3C)o2)CC1
 : 4	-0.5	-8	i	-5	-3	-0.5	-2	3
CC(=O)c1c(C)nc(-c2ccccc2)nc1NC(=O)C(C)C
 : -1	-0.3	-7	i	2	0	-0.3	1	12
CCCC(CCC)C(=O)Nc1ccc2c(c1)N(C(=O)CN1CCN(C)CC1)c1ccccc1CC2
 : -1	1.5	-1	i	-2	5	-0.2	7	-3
CCCCCCN1C[C@H](O)[C@@H](n2cc(-c3ccc(F)cc3)nn2)C[C@@H]1c1ccc(Cl)cc1
 : 0	0.1	25	i	-2	1	-1.2	5	4
CCOC(=O)c1nnn(-c2nc(N3CCCC3)nc(N3CCCC3)n2)c1-c1ccccc1
 : 3	-1.5	17	i	-3	0	-0.1	-3	-10
COc1cc(C)c(C(C)C)cc1S(=O)(=O)NC1CC(C)(C)NC(C)(C)C1
 : -1	0.7	-5	i	-1	3	-0.5	18	-4
CC(C)(C)S(=O)N1Cc2cc(C(=O)NCc3ccc4c(c3)OCO4)nc(-c3cccc(-c4ccccc4)c3)c2[C@@H]1CCO (some centres undefined)
 : 1	-0.4	27	i	-4	6	0.3	-6	-1
Cc1nnsc1SC(C)C(=O)O (centres undefined)
 : 0	-0.7	-4	i	-3	1	-0.1	6	0
C=CCn1c(-c2ccncc2)n[nH]c1=S
 : 1	2.5	-2	i	-7	-15	-1.1	-47	9
O=C1CC(N2CCN(c3ccccc3)CC2)C(=O)N1c1ccc(Cl)cc1 (centres undefined)
 : 2	0.9	-1	i	-7	4	-1.0	21	-9
CC1(C)NC(=O)N(CC(=O)OCC(=O)Nc2cc(S(=O)(=O)N3CCCCCC3)ccc2Cl)C1=O
 : -2	0.1	-8	i	0	-9	-0.5	4	-9
Cc1cc(C)cc(OCCN2CCOCC2)c1
 : 0	0.1	-8	i	-1	-2	0.0	3	2
Cc1cc(C)c2[nH]c(=O)c(C(c3nnnn3C(C)(C)C)N3CCN(C(=O)c4ccco4)CC3)cc2c1 (centres undefined)
 : 7	0.0	2	i	-4	2	-0.4	9	-2
CCCc1nc2n[nH]c(N)c2c2c1CCC2
 : 2	1.1	-8	i	-3	2	-1.2	13	-4

# Three entries already listed, arranged by the value under PABP1 MLLE inh, rising.
smiles,PABP1 MLLE inh
CC(=O)Nc1ccc(NS(=O)(=O)c2cc(Cl)ccc2Cl)cc1,-15
CCOC(=O)c1nnn(-c2nc(N3CCCC3)nc(N3CCCC3)n2)c1-c1ccccc1,-3
CC1(C)NC(=O)N(CC(=O)OCC(=O)Nc2cc(S(=O)(=O)N3CCCCCC3)ccc2Cl)C1=O,4

# Continued:
# Below each compound – Rin1-Abl PPI inh	MsrA inh	FAS-TE inh	Neddylation inh	bovine MsrA act	CSN deneddyl inh	TbMetRS inhib	PABP1 MLLE inh	E coli Lon inh
O=C(O)c1cc(-c2c[nH]c3ccccc23)nc2cc3ccccc3cc12
 : -5	2.1	4	/	-5	6	0.7	-33	-13
CS(=O)(=O)N(Cc1ccc(C(=O)NN=C2CCCCCC2)cc1)c1ccccc1
 : -3	-0.6	-10	i	-8	-5	-1.0	-2	4
CCCOc1ccc(S(=O)(=O)N2CCOCC2)cc1[N+](=O)[O-]
 : -8	0.1	-4	i	-3	-1	-0.2	-8	-2
CCOc1cc(S(=O)(=O)NCc2ccccc2)ccc1F
 : 0	-0.9	0	i	-1	4	-1.0	-8	-1
COc1ccc(CN2CCC(n3nccc3NC(=O)C3CC3)CC2)cc1O
 : 1	-1.0	-9	i	-3	2	-0.2	-2	-3
CCOCC(=O)Nc1nc2ccc(C)cc2s1
 : 1	-0.6	0	i	-2	-2	-1.6	41*	3
O=C(NNC(=O)c1ccc(Cl)cc1Cl)c1ccncc1
 : -4	3.3	-10	i	-13	-6	-1.6	-6	10
COCc1cc(C)nc(N2CCCCC2)c1C#N
 : 0	0.1	-3	/	-4	2	0.0	-9	4
Cc1cc(C)c(OCC(=O)OCCNC(=O)c2cccnc2)c(C)c1
 : 1	0.1	-7	i	-4	-6	-0.3	-4	-2
CCOC(=O)C1Sc2ccccc2NC1=O (centres undefined)
 : 1	-0.7	-1	i	-3	-9	-0.5	5	4
O=C(Nc1nccs1)c1cn2ccccc2n1
 : -5	-0.3	-7	i	-4	-2	-0.7	-12	5
NC1=NC(=O)C2(COC(c3ccncc3)OC2)S1 (centres undefined)
 : 3	-0.6	-4	i	-2	-17	0.0	-3	2
COc1ccccc1-c1sc2ccccc2c1-c1cnc(N2CCOCC2)nc1
 : /	1.3	17	i	-8	0	-0.5	/	-2
C/C(Cc1ccccc1)=N\NC(=O)C1CCCCC1
 : -1	-0.6	-8	i	-4	-6	0.7	-6	-14
COC(=O)[C@]12CCCCC=C1N(Cc1ccc(Cl)cc1Cl)C(=O)[C@H](CC(=O)N1CCC(c3ccccc3)CC1)C2
 : /	0.2	21	i	-13	0	-2.1	/	-2
CC(C)C[C@H]1CN=C(Nc2ccccc2)N1CCC(C)c1ccccc1 (some centres undefined)
 : -2	0.3	-39	i	3	-5	-0.2	13	-20
COc1cc(C(=O)Nc2cc(C(F)(F)F)ccc2-n2cncn2)cc(OC)c1OC
 : 0	0.9	23	i	-2	9	-0.2	4	-4
COc1cc(CC(=O)N(C)CC(=O)Nc2cc(C)ccc2C)cc(OC)c1OC
 : 4	0.5	-4	i	0	6	0.2	8	-7
CC(c1ccccc1)C1CC(=O)N(CC(=O)O)C1=O (centres undefined)
 : 5	0.5	-6	i	-5	1	-0.6	-4	-9
CN(CCOc1cccc(C(F)(F)F)c1)Cc1ccccc1
 : 2	-0.3	20	i	-1	-3	-0.5	-1	4
CCOC(=O)Cn1cc([N+](=O)[O-])c(OC)n1
 : 1	0.1	-8	i	5	0	-1.1	3	-3
CCC(Sc1ccc2nnc(CCNS(=O)(=O)c3ccc(OC)cc3)n2n1)C(=O)OC (centres undefined)
 : 1	0.9	-2	i	-3	1	0.0	-8	-1
COc1cc(C2C(C#N)=C(N)N(N(C)C)C3=C2C(=O)CCC3)ccc1O (centres undefined)
 : 2	1.9	-10	i	-10	-1	-1.1	14	5
CC(C)Cc1nnc(NC(=O)CCC(=O)Nc2ccccc2)s1
 : 1	-0.3	-6	i	-2	-3	0.0	-2	-11
CCOC(=O)CNC(=O)C(CC(N)=O)NC(=O)OC(C)(C)C (centres undefined)
 : 1	-1.7	-6	i	-3	2	-0.1	-2	-4
c1ccc(CNc2ccc(N3CCOCC3)cc2)cc1
 : 2	0.9	-10	i	-1	-2	-0.3	-1	-1
N#Cc1cc2ccccc2nc1SCC(=O)NC1CC1
 : -2	-0.5	1	i	-2	-1	-0.2	18	-8
COCCCn1c(-c2cccc(Cl)c2)nc2c1c(=O)[nH]c(=O)n2Cc1ccccc1
 : 1	-1.0	4	i	-2	3	-0.2	-3	-1
O=S(=O)(Nc1ccc(N2CCCCC2)cc1)c1ccccc1
 : 0	-0.3	0	i	-1	-1	0.5	3	4
O=C(Cn1c(=O)cnc2ccccc21)Nc1ccccc1N1CCOCC1
 : 1	0.0	-3	i	-11	-5	-1.4	-40	-9
O=C(CSc1nnc2c3ccccc3c3ccccc3c2n1)Nc1ccccc1F
 : -2	2.2	-12	i	-7	2	0.4	-10	-1
O=C(OCC(=O)N(C1CCCCC1)C1CCCCC1)c1ccco1
 : -5	0.6	4	i	-3	-4	0.0	10	1
Cc1cc(F)ccc1S(=O)(=O)Nc1ncnc2scc(-c3ccc(F)cc3)c12
 : 0	-0.1	0	i	-4	1	-0.5	6	-1

# Screens deposited in PubChem by several laboratories.
